# JMJD2C inh: human JMJD2C demethylase inhibition | inhibition, % at 2.35 µM | 330,000 tested, 0.069% active | AID 2099 | GST-JMJD2C(1-420) H3K9me3 demethylation, DELFIA europium | Q9H3R0;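 active = more than half of a compound's replicate wells show inhibition beyond 50%, single wells judged on their own value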;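 also: signal counts dimethyl H3K9 product captured on neutravidin plate; 0% = median of DMSO wells and 100% = 0.3 times that DMSO median; strong numbers were not always called active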
# Target sequence (Q9H3R0 1-420 limits assumed): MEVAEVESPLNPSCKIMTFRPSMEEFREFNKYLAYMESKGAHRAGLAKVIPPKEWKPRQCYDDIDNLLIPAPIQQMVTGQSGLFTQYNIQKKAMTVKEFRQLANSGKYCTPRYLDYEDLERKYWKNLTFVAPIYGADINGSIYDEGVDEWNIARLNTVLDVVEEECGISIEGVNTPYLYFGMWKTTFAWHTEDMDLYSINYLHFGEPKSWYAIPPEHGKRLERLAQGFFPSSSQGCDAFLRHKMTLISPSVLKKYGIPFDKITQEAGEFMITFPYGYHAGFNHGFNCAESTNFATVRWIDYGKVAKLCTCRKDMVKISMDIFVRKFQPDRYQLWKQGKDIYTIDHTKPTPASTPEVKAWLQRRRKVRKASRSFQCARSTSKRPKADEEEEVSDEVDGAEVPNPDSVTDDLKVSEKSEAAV
# RPL19A-GFP yeast: yeast TOR pathway RPL19A-GFP modulation. S. cerevisiae RPL19A-GFP strain, flow cytometry, 3 h; active compounds read low. percent response vs DMSO, % at 10 µM. 330,000 tested, 0.3% active. AID 2025;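 active = percent response vs DMSO below 50%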;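 also: median channel GFP fluorescence of the barcoded RPL19A-GFP strain; ratio of sample median GFP to plate DMSO average so 100% = DMSO; lower means less RPL19A-GFP as with rapamycin TOR inhibition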
# MEP2 TOR yeast: alters MEP2-GFP fluorescence in TOR pathway yeast screen; S. cerevisiae MEP2-GFP strain, flow cytometry GFP, 3 h; 100% = DMSO control level; GFP response vs DMSO, % at 10 µM; 330,000 tested, 0.51% active; AID 2016;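 active = GFP response versus DMSO above a set limit, roughly screen mean plus 3 SD, cut at about 180% in these data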;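 also: median GFP fluorescence of the barcode-gated MEP2-GFP cells per well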
# LAP4 TOR yeast: alters LAP4-GFP fluorescence in TOR pathway yeast screen | S. cerevisiae LAP4-GFP multiplex, flow cytometry GFP, 3 h; median GFP as percent of DMSO wells | GFP response vs DMSO, % at 10 µM | 320,000 tested, 0.34% active | AID 2023;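 active = GFP response vs DMSO above a set limit, about the screen mean plus 3 SD, cut at about 150% in these data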
# AHR activator: activators of human aryl hydrocarbon receptor; P35869; AHR-responsive luciferase reporter cells, luminescence; activation, % at 5 µM; 320,000 tested, 2.5% active; AID 2796; in the data active = activation above about 47%;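 also: 0% = vehicle wells and 100% = reference agonist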
# Yeast superoxide: lowers age-related superoxide in aged yeast cells; AID 2690; 330,000 tested, 0.18% active; S. cerevisiae aged cells, superoxide DHE fluorescence; active compounds read low; superoxide response (% of plate mean), % at 10 µM;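 active = superoxide response under a set limit, about three screen SD below normal, cut at about 65% in these data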;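 also: yeast aged for seven days with compound at 30 °C before DHE staining; 100% = average MFI of all compound-treated wells on the plate with controls excluded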
# procasp7 counter: counter-screen for procaspase-3 activators: activators of human procaspase-7; recombinant procaspase-7, Ac-DEVD-pNA absorbance 405 nm; D23A/D198A/D206A triple mutant, cannot self-cleave; scale: DMSO 0, 5 µM enzyme 100; activation, % at 8.5 µM; 330,000 tested, 0.093% active;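 active = percent activation above the screen-wide mean plus 3 SD, cut at about 25% in these data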
# Target sequence (P55210 whole entry D23A/D198A/D206A): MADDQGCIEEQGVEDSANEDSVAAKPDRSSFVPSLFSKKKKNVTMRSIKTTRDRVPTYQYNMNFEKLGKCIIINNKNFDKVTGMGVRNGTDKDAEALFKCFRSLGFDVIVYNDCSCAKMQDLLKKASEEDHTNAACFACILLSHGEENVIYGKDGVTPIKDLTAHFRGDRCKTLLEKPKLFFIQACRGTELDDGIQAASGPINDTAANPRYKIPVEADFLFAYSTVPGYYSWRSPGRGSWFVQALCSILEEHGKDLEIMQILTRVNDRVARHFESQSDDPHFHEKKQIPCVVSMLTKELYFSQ
#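 Assay system – Uncleavable procaspase-7 mutant enzyme · Quantity – 2 µM procaspase-7 mutant as dispensed · Times – 1 h preincubation, 2 h reaction · Dosing – single nominal 8.5 µM compound dose, 0.8% DMSO final · Buffer or medium – Zinc-free 50 mM HEPES buffer, pH 7.4, with NaCl and Triton X-100 · Detection – Epi-absorbance of released pNA at 405 nm, two timepoints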
# procasp3 activ: activators of human procaspase-3; recombinant procaspase-3 D3A, Ac-DEVD-pNA absorbance 405 nm; 330,000 tested, 0.11% active; activation, % at 8.5 µM; AID 463141;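 active = activation above the mean of all tested compounds plus 3 SD, cut at about 21% in these data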;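 also: 0% = DMSO alone and 100% = DMSO wells spiked with extra 5 µM PC-3 D3A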
# Target sequence (P42574 whole entry D9A/D28A/D175A): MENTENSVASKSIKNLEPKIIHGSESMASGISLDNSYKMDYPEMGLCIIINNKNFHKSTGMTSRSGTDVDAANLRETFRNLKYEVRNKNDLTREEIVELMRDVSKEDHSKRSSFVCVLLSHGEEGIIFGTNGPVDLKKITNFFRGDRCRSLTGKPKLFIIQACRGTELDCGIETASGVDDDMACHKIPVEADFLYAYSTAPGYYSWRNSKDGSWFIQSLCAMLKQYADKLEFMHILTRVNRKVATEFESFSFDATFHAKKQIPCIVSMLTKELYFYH
#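 assay system = Procaspase-3 D3A mutant | signal = absorbance at 405 nm, 0 and 120 min | times = 1 h preincubation plus 2 h reaction at 25 °C | repeats = single replicate | read-out = % activation between DMSO and enzyme-spiked controls | medium = Zinc-free HEPES saline buffer with Triton X-100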
# Numbers without * were called inactive; / = not tested or not shown.
entry	Compound	JMJD2C inh	RPL19A-GFP yeast	MEP2 TOR yeast	LAP4 TOR yeast
1	O=C1c2ccccc2C2(c3cc(C(F)(F)F)cc(C(F)(F)F)c3)NCCN12 (centres undefined)	-4	107	113	90
2	CCOC(=O)c1cccc(P(C)(C)=O)c1	6	102	102	99
3	CCCCn1c(N)c(N(CC)C(=O)c2cccc(S(=O)(=O)N3CCCc4ccccc43)c2)c(=O)[nH]c1=O	0	109	111	111
4	CCc1c(C)nc2cc(C)[nH]n2c1=O	2	100	108	101
5	CN(C)C=Nc1ncc2c([nH]c3ccccc32)c1C#N	0	94	89	98
6	O=C1NC(=Nc2ccccc2Cl)S/C1=C\c1cccc([N+](=O)[O-])c1O	4	97	102	80
7	CCC(=O)c1ccc(/C=C/c2nc3ccccc3n2C)o1	5	102	103	103
8	COc1ccc(NC(=O)CCC(=O)c2cccs2)c(OC)c1	1	95	96	93

entry	AHR activator	Yeast superoxide	procasp7 counter	procasp3 activ
1	/	101	/	/
2	-2	104	6	-2
3	4	106	-2	-5
4	1	98	10	-3
5	11	99	4	6
6	2	107	0	6
7	-1	98	-2	-1
8	1	103	1	14

# Record cards, from the list above.
# Record of CCc1c(C)nc2cc(C)[nH]n2c1=O → JMJD2C inh: 2; RPL19A-GFP yeast: 100; MEP2 TOR yeast: 108; LAP4 TOR yeast: 101; AHR activator: 1; Yeast superoxide: 98; procasp7 counter: 10; procasp3 activ: -3
# Record of COc1ccc(NC(=O)CCC(=O)c2cccs2)c(OC)c1 → JMJD2C inh: 1; RPL19A-GFP yeast: 95; MEP2 TOR yeast: 96; LAP4 TOR yeast: 93; AHR activator: 1; Yeast superoxide: 103; procasp7 counter: 1; procasp3 activ: 14

# The results go on:
entry	Compound	JMJD2C inh	RPL19A-GFP yeast	MEP2 TOR yeast	LAP4 TOR yeast
9	CC1Cc2ccccc2N1Cc1cccc([N+](=O)[O-])c1 (centres undefined)	11	101	106	95
10	Nc1c(C(=O)NCc2cccs2)nnn1CC(=O)Nc1cccc(Cl)c1	-17	105	106	89
11	CC(C)C(OC(=O)CN1C(=O)COc2ccccc21)C(=O)NC1CCCC1 (centres undefined)	-11	97	96	95
12	CC(=O)NCC(=O)OCC(=O)c1ccc(C)c(C)c1	5	97	98	106
13	c1ccc(-c2cn3nc(-c4ccccc4)sc3n2)cc1	-13	98	101	90
14	CC1CC2(CCCCC2)Nc2ccc3ccccc3c21 (centres undefined)	5	91	96	88
15	COC(=O)CNC(=O)c1cccc(F)c1	5	/	128	101
16	CN(Cc1ccccc1)S(=O)(=O)c1cn(C)cn1	3	96	97	107

entry	AHR activator	Yeast superoxide	procasp7 counter	procasp3 activ
9	-1	90	-9	7
10	5	105	-4	3
11	1	113	0	8
12	-1	101	14	3
13	12	105	6	0
14	1	108	9	-2
15	6	97	6	-3
16	-1	107	4	-11

# Later entries:
entry	Compound	JMJD2C inh	RPL19A-GFP yeast	MEP2 TOR yeast	LAP4 TOR yeast
17	CC(=O)NC(Cc1ccc(C(C)C)cc1)C(=O)NC1CCN(c2nc(C)cc(C)n2)CC1 (centres undefined)	5	103	102	100
18	COc1ccc(Oc2nc(C)cc(C)c2S(C)(=O)=O)cc1	-10	91	94	92
19	O=C(COC(=O)/C=C/c1cccs1)Nc1cccc(S(=O)(=O)N2CCOCC2)c1	0	99	102	101
20	Cc1cccc(NC(=S)N2CCN(S(=O)(=O)c3cccc(F)c3)CC2)c1	1	102	102	97
21	COc1ccccc1NC(=O)c1ccc(-c2ccc(Br)cc2)o1	13	96	100	99
22	NC(=O)CSc1nnc(-c2ccoc2)o1	-7	107	102	101
23	O=C(O)C1C2CCC(O2)C1C(=O)NCc1ccccc1Br (centres undefined)	4	97	101	109
24	Cn1c(SCC(=O)N/N=C/C=C/c2ccccc2[N+](=O)[O-])nc2ccccc21	-14	111	115	106

entry	AHR activator	Yeast superoxide	procasp7 counter	procasp3 activ
17	2	101	0	-2
18	3	118	-9	-5
19	1	103	3	5
20	2	97	-2	2
21	99*	107	-10	-6
22	-4	115	2	0
23	-2	87	6	-3
24	117*	93	6	3

# Additional compounds follow.
entry	Compound	JMJD2C inh	RPL19A-GFP yeast	MEP2 TOR yeast	LAP4 TOR yeast
25	O=C1CCCCCN1CSc1nc2ccccc2s1	3	91	96	92
26	O=C(Nc1ccc(Cl)cc1C(F)(F)F)c1ccccc1Cl	6	104	100	97
27	CSC(=S)N/N=C/c1ccccc1	4	97	99	102
28	Nc1c(-c2ccccc2)sc2ccc3ccccc3[n+]12	-6	98	100	98
29	COc1ccccc1OCc1ccc(C(=O)N2CCN3CCCC3C2)cc1 (centres undefined)	-10	93	95	90
30	N#Cc1ccccc1OCC(=O)OCC(=O)c1ccc2c(c1)NC(=O)CO2	1	91	98	88
31	Nc1ccc(O)c2c(=O)cc(-c3ccccc3Cl)oc12	-1	94	91	116
32	CC(C)[C@H](CN1CCC[C@H]1CN1C(N)=NC[C@@H]1Cc1ccccc1)N1C[C@@H](Cc2ccccc2)N(CCc2ccc(Cl)c(Cl)c2)C1=N	29	91	92	97

entry	AHR activator	Yeast superoxide	procasp7 counter	procasp3 activ
25	4	104	6	2
26	-1	92	2	3
27	15	76	-2	4
28	22	88	-21	-19
29	0	93	-5	-11
30	1	106	4	3
31	20	96	-11	-11
32	-1	164	4	-2

# The list goes on (4 carried over from the part before).
entry	Compound	JMJD2C inh	RPL19A-GFP yeast	MEP2 TOR yeast	LAP4 TOR yeast
29	COc1ccccc1OCc1ccc(C(=O)N2CCN3CCCC3C2)cc1 (centres undefined)	-10	93	95	90
30	N#Cc1ccccc1OCC(=O)OCC(=O)c1ccc2c(c1)NC(=O)CO2	1	91	98	88
31	Nc1ccc(O)c2c(=O)cc(-c3ccccc3Cl)oc12	-1	94	91	116
32	CC(C)[C@H](CN1CCC[C@H]1CN1C(N)=NC[C@@H]1Cc1ccccc1)N1C[C@@H](Cc2ccccc2)N(CCc2ccc(Cl)c(Cl)c2)C1=N	29	91	92	97
33	Cc1cccc(C(=O)Oc2coc(CSc3nnc(NC(=O)C4CC4)s3)cc2=O)c1	19	105	100	102
34	Brc1cccc(-c2nnc3sc(CNCc4ccco4)cn23)c1	-7	96	93	99
35	Cc1cc(C)c2nc(N3CCCC(C(=O)N4CCN(c5ncccn5)CC4)C3)sc2c1 (centres undefined)	161	100	101	114
36	O=C(Nc1cc(Cl)ccc1O)C1CC(c2ccccc2O)=NO1 (centres undefined)	-8	107	122	100
37	CC(Oc1ccccc1)C(=O)N1CCN(c2ncccn2)CC1 (centres undefined)	-17	92	95	100
38	C(=C\c1nc2ccccc2[nH]1)/c1ccccc1	0	96	94	92
39	Cc1cc(N2C(=O)C(O)=C(C(=O)c3ccc(C)o3)C2c2cccs2)no1 (centres undefined)	0	95	104	95
40	Cc1c(NC(=O)Nc2cccc(C#N)c2)c(=O)n(-c2ccccc2)n1C	25	106	113	99

entry	AHR activator	Yeast superoxide	procasp7 counter	procasp3 activ
29	0	93	-5	-11
30	1	106	4	3
31	20	96	-11	-11
32	-1	164	4	-2
33	-1	107	-5	10
34	11	102	6	-2
35	15	103	3	-4
36	15	89	5	-6
37	1	87	3	5
38	-4	94	0	-1
39	1	95	-61	-30
40	0	103	-7	-1

# Remaining list, next part.
entry	Compound	JMJD2C inh	RPL19A-GFP yeast	MEP2 TOR yeast	LAP4 TOR yeast
41	CCN(CC)c1cc(C)c2cc(NC(=O)c3ccccc3F)ccc2n1	6	104	104	88
42	CCOC(=O)C1=C(COC(=O)c2c(OC)cccc2OC)NC(=O)NC1C (centres undefined)	-13	101	106	95
43	Cc1nnc(SCC(=O)c2c(N)n(C)c(=O)n(C)c2=O)n1Cc1ccccc1	8	99	101	93
44	C[C@H]1CN=C(N(C)C)N1CCc1ccccc1	-3	99	98	100
45	COC(=O)C1=C(C)N(CCCC(=O)O)C(=O)NC1c1ccccc1Cl (centres undefined)	-8	100	102	95
46	COc1ccc(N2C(=NC(=O)C3CC3)SC3CS(=O)(=O)CC32)cc1Cl (centres undefined)	0	96	107	103
47	CCOC(=O)c1sc(NC(=O)CN2CCN(c3ccc(OC)cc3)CC2)nc1C	28	101	99	95
48	COc1ccc(Br)cc1CN(C)C(C)C(=O)Nc1cccc(C(C)=O)c1 (centres undefined)	-11	104	100	96

entry	AHR activator	Yeast superoxide	procasp7 counter	procasp3 activ
41	-1	99	5	1
42	15	85	-10	0
43	0	82	-3	1
44	1	110	-9	0
45	0	89	3	18
46	0	101	-7	-6
47	/	104	/	/
48	12	132	-8	-2

# More compounds follow:
entry	Compound	JMJD2C inh	RPL19A-GFP yeast	MEP2 TOR yeast	LAP4 TOR yeast
49	CCCSC1=C(C#N)C(c2cc(OC)ccc2OC)CC(=O)N1 (centres undefined)	-3	100	108	120
50	COc1cc(-c2nnn(CC#N)n2)ccc1OCc1ccccc1	0	99	108	120
51	CN(CC(=O)Nc1ccccc1Cl)C(=O)CCNC(=O)Nc1ccccc1	5	101	106	109
52	COc1ccc(C2=NN3C(C2)c2ccccc2OC32C(=O)N(C)c3ccccc32)cc1 (centres undefined)	-11	95	91	102
53	CCOC(=O)C1=C(C)NC(SCC(=O)Nc2nc(C)cs2)=C(C#N)C1c1cccs1 (centres undefined)	-8	102	95	90
54	O=C(O)c1nn(CCSc2ccccc2F)c(=O)c2ccccc12	4	104	114	118
55	COc1cc(OC)cc(C(=O)NN2CCCCC2)c1	-7	100	105	101
56	CCC1(CC)NC(=O)N(CC(=O)OCC(=O)NC(=O)c2ccccc2OC)C1=O	21	98	84	93

entry	AHR activator	Yeast superoxide	procasp7 counter	procasp3 activ
49	0	98	-10	-10
50	3	105	7	2
51	0	109	-2	-5
52	37	108	-4	-3
53	4	89	-19	-16
54	-1	99	5	4
55	4	107	-13	8
56	-1	92	-3	5

# Further compounds.
entry	Compound	JMJD2C inh	RPL19A-GFP yeast	MEP2 TOR yeast	LAP4 TOR yeast
57	COc1ccc(-c2sc3cc4c(cc3c2C#Cc2ccc(N)cc2)OCO4)cc1	/	100	104	133
58	CCOCCCNCc1ccc(Cl)cc1	-5	101	103	90
59	CCn1c(SCc2nc3scc(-c4ccccc4)c3c(=O)[nH]2)nnc1-c1cccs1	0	103	95	88
60	Cc1cccc(NC(=O)COc2ccc(Br)cc2C)n1	-4	101	111	98
61	C=CCn1c(SCC(=O)c2[nH]c(C)c(C(C)=O)c2C)nnc1-c1ccncc1	-1	91	96	92
62	Cc1ccccc1C1C2=C(Nc3[nH]n(-c4ccccc4)c(=O)c31)c1ccccc1C2=O (centres undefined)	4	95	95	89

entry	AHR activator	Yeast superoxide	procasp7 counter	procasp3 activ
57	31	100	4	7
58	2	95	2	7
59	3	102	-12	1
60	16	96	-5	4
61	6	105	3	-5
62	2	112	2	-13
